PKM2 activator = increases activity of human pyruvate kinase M2 | purified PKM2, Kinase-Glo ATP luminescence, activation; response scale: 0% is enzyme alone, no compound | Potency, µM (titrated, usually from 57.5 µM), for the others: at the top dose activation, actives largely listed as activators | AID 1631 | P14618 | actives 0.34% (n = 260,000); note: potency is the fitted concentration of half-maximal effect; % is set by controls: 0 for no effect and ±100 for the full control effect; nearly all actives have a fitted effect of over 55% in size
Target sequence (P14618 whole entry, looked up): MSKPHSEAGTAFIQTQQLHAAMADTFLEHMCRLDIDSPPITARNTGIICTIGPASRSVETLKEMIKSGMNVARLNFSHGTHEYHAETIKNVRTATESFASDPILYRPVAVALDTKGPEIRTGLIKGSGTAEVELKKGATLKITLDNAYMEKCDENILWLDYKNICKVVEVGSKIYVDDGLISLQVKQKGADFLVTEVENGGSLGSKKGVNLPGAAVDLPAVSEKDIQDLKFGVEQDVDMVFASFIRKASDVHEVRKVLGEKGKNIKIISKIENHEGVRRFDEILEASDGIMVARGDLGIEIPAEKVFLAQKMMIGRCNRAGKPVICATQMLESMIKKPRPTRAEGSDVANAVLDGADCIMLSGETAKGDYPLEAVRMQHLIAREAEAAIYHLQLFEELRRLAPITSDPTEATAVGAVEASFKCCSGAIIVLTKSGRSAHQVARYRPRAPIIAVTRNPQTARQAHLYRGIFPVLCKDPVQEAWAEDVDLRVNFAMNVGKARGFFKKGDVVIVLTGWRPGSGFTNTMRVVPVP
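Purified hPK-M2 (>95% pure) converted ADP (0.1 mM final) to ATP with 0.5 mM PEP in 50 mM imidazole pH7.2, KCl, MgCl2, Tween 20, BSA; 1 h at room temperature. ATP detected by Kinase-Glo luminescence.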
Mito fusion act = blocks mitochondrial division or promotes mitochondrial fusion | Potency, µM (top dose mostly 46.1 µM), inactives show top-dose growth rescue (activation), usual class: activators | actives 0.23% (n = 320,000) | S. cerevisiae fusion-defective mutant growth rescue, CellTiterGlo 48 h | AID 485298;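 note: potency is the fitted concentration of half-maximal effect; % of control where 0% means no effect; nearly all actives have a fitted effect of over 45% in size; temperature-sensitive fusion mutants such as fzo1-1 at 37 °C on non-fermentable ethanol glycerol medium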
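Yeast fusion mutant, YPEG (non-fermentable carbon), compound, 48 h at 37C non-permissive; CellTiterGlo added, 10 min RT, luminescence read. Rescued growth = division inhibition.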
KCNH2 3.1 block = KCNH2 3.1 (human) potassium channel inhibition; actives 0.95% (n = 340,000); U2OS KCNH2 3.1, thallium flux FluxOr; stronger effect = lower value; activity change, % (tested at about 1.8 µM); AID 720553;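 active = maximum activity change below -70%; inconclusive = maximum activity change from -70% to -50%; inactive = maximum activity change above -50%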;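 note: thallium influx rate constant from kinetic fluorescence after stimulation buffer; % is set by controls: 0 for no effect and ±100 for the full control effect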
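We transduce U2OS cells with the mutant 3.1 virus, culture them overnight, load FluxOr with Red40 quencher for 45 min, then add stimulation buffer and read kinetically for 2 min to derive a normalized rate constant.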
RORgamma inh = inhibitors of mouse ROR gamma transcriptional activity. P51450. Drosophila S2 Gal4-RORgamma UAS-luciferase reporter, 20 h. Potency, µM (series often up to 53.6 µM), without a hit: at the highest dose activity change, negative = inhibition, most hits filed as inhibitors. actives 5.4% (n = 310,000). AID 2551; note: potency is the fitted concentration of half-maximal effect; % is set by controls: 0 for no effect and ±100 for the full control effect; nearly all actives have a fitted effect of over 60% in size
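Luciferase reporter read in Schneider cells carrying Gal4-RORγ (mouse) and UAS-Photinus luciferase; cells given compound 1 h before 700 uM copper sulfate induction, then incubated 20 h at ambient temperature.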
Gal4-VP16 FLuc = inhibits Gal4-VP16 luciferase reporter, ROR gamma counter-screen; actives 3.5% (n = 310,000); Potency, µM (top dose mostly 53.6 µM), for the others: at the highest dose activity, negative = inhibition, most hits filed as inhibitors; Drosophila S2 Gal4-VP16 UAS-luciferase, luminescence, 20 h; AID 2546;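 note: Gal4-VP16 expression switched on by copper sulfate through the metallothionein promoter; potency is the fitted concentration of half-maximal effect; % is set by controls: 0 for no effect and ±100 for the full control effect; nearly all actives have a fitted effect of over 50% in size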
FLuc counter = firefly luciferase modulation, counter-screen for miR-21 project. P08659. purified FLuc, Km substrates, luminescence inhibition. Potency, µM (top dose mostly 57.5 µM), without a hit: top-dose activity change, negative = inhibition, hits mostly inhibitors. actives 6.9% (n = 360,000). AID 588342;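 note: potency is the fitted concentration of half-maximal effect; plate controls were vehicle for no effect and reference inhibitor for full effect; nearly all actives have a fitted effect of over 55% in size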
Target sequence (P08659 whole entry, looked up): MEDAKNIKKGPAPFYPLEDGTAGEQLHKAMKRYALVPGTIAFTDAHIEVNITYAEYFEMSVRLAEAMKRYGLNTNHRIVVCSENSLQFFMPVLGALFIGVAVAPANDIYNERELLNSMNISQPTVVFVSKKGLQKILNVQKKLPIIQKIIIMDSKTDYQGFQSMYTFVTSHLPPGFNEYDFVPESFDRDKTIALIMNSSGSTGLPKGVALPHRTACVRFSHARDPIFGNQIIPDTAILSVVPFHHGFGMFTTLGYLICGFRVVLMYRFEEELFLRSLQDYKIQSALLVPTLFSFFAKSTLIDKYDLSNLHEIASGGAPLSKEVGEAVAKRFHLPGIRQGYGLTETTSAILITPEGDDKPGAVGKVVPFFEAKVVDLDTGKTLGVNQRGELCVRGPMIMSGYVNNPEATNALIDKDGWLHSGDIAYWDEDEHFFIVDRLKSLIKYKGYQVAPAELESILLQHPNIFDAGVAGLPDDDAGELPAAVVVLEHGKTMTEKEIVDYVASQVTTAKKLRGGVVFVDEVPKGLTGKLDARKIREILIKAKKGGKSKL
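Purified P. pyralis luciferase, 10 nM final, with Km-level 10 uM D-luciferin and 10 uM ATP in 50 mM Tris acetate pH 7.5, 10 mM Mg acetate, 0.01% Tween-20, 0.05% BSA; 6-point qHTS titration about 60 µM downward; luminescence read.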
Menin-MLL TR inh = displaces Texas Red mutant MLL peptide from human menin. O00255. Menin + Texas Red MLL mutant peptide, fluorescence polarization. AID 1768. actives 0.23% (n = 270,000). Potency, µM (doses to about 61.6 µM), for inactives: at the top dose FP activity change, negative = inhibition, hits mostly inhibitors; active = well fitted inhibition curve with a large enough effect in the polarisation, with a control signal flat, not every such curve was filed as active; inconclusive = small, poorly fitted or top-dose-only effect, or effect the other way, or a change in a side signal; inactive = no such curve, though single readings can be large or run the other way; the % refers to the polarisation; note: potency is the fitted concentration of half-maximal effect; % of control where 0% means no effect; many of its hits are not listed in these tables
MBNL1 CUG block = MBNL1-poly(CUG) RNA binding inhibition; Q9NR56; Potency, µM (highest dose often 57.5 µM), inactives show at the top dose activity change, negative = inhibition, most hits filed as inhibitors; TR-FRET MBNL1-His/biotin-(CUG)12 binding, 665/545 ratio; actives 0.036% (n = 280,000); active = well fitted inhibition curve with a large enough effect in the signal ratio, with a control signal flat, not every such curve was filed as active; inconclusive = small, poorly fitted or top-dose-only effect, or effect the other way, or a change in a side signal; inactive = no such curve, though single readings can be large or run the other way; the % refers to the signal ratio; note: potency is the fitted concentration of half-maximal effect; % is set by controls: 0 for no effect and ±100 for the full control effect
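Ratiometric TR-FRET (665 over 545 nm, excitation 340 nm) tracks disruption of MBNL1-His/biotin-(CUG)12 complex after 60 min at room temperature, with compounds at 92 nM to 58 uM final.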
ELG1 repair inh = inhibitors of ELG1-dependent DNA repair in HEK293T cells; AID 504467; actives 2.3% (n = 330,000); Potency, µM (series often up to 46.1 µM), for the others: top-dose activity change, negative = inhibition, hits mostly inhibitors; HEK293T ELG1-luciferase reporter, luminescence, 16 h; DNA damage induced by 5-fluorouridine; note: potency is the fitted concentration of half-maximal effect; % is set by controls: 0 for no effect and ±100 for the full control effect; nearly all actives have a fitted effect of over 55% in size
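5-Fluorouridine DNA damage + compound/DMSO, 2,000 cells/well, 16 h, 37 °C/5% CO2. ONE-Glo, 30 min RT, luminescence. Readout = decrease in reporter signal.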
Rab9 promoter act = activators of Rab9 promoter; Huh7 Rab9 promoter-luciferase reporter, luminescence, 24 h; Potency, µM (doses to about 9.22 µM), without a hit: at the top dose activation, negative = inhibition, usual class: activators; AID 485297; actives 2.8% (n = 320,000); note: potency is the fitted concentration of half-maximal effect; % of control where 0% means no effect; nearly all actives have a fitted effect of over 60% in size
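Huh7 cells stably carrying Rab9 promoter–luciferase reporter, plated 1500 cells/well, compound added after 2 h and incubated 24 h at 37 °C; luciferase luminescence then read after 10 min with detection reagent.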
NPC1 promoter act = NPC1 promoter activation; AID 485313; actives 2.4% (n = 320,000); Potency, µM (doses to about 9.22 µM), for the others: at the top dose activation, actives largely listed as activators; Huh7 NPC1 promoter luciferase reporter, 24 h;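 note: potency is the fitted concentration of half-maximal effect; % of control where 0% means no effect; nearly all actives have a fitted effect of over 60% in size; reporter is driven by a mutant NPC1 promoter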
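Quantitative HTS used a cell-based reporter: Huh7 cells stably bearing the NPC1 promoter upstream of luciferase were treated with compounds for 24 h, and promoter activation was read as luminescence.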
* marks the source's active call; other numbers are inactive results; ? = inconclusive; nt = no result given; [ ] = remark or other dose. Unless noted, calls come from the whole dose curve; as a rule, active = well fitted curve in the direction sought with a large enough effect; inconclusive = small, poorly fitted or top-dose-only effect, or another doubt; inactive = no such curve, though single readings can be large; an effect the other way counts as inactive or inconclusive.

Compound | ELG1 repair inh | RORgamma inh | Rab9 promoter act | Gal4-VP16 FLuc | FLuc counter | KCNH2 3.1 block | Mito fusion act | NPC1 promoter act | MBNL1 CUG block | PKM2 activator | Menin-MLL TR inh
COC(=O)c1sccc1NS(=O)(=O)c1ccc(OC)cc1 | ? | 10.0% | -2.5% | 5.2% | 4.3% | -11.0 | 4.8% | 1.2% | -0.6% | -2.8% | -1.8%
O=C(CN(C(=O)CCC(=O)Nc1ccccn1)c1ccccc1F)NCc1ccc2c(c1)OCO2 | -6.4% | 15.4% | -1.6% | -3.1% | 0.0% | 7.1 | -8.3% | -1.1% | -8.1% | nt | -0.5%
CCOC(=O)C(CC)n1cnc2c(oc3ccccc32)c1=O (stereo not given) | 19.6% | 13.5% | 11.3% | 5.4% | -18.3% | -5.6 | 5.4% | -2.9% | 0.7% | -5.7% | -19.5%
O=C(NC1CCN(C(=O)c2cccc([N+](=O)[O-])c2)CC1)c1ccccc1 | 0.0% | -3.9% | -0.3% | 6.0% | 0.6% | -10.3 | 6.6% | 0.2% | ? | nt | 0.5%
Cc1ccc(-n2c(SCC(=O)N3CCOCC3)nnc2-c2ccncc2)cc1C | -6.1% | -2.2% | -3.1% | -7.5% | 3.5% | -1.2 | 2.4% | -2.0% | -2.7% | 0.0% | nt
O=C(NCc1ccccc1CN1CCCC1)c1cc2cc(Cl)ccc2o1 | -10.7% | nt | 1.3% | nt | -2.9% | -18.4 | 4.4% | -2.1% | nt | nt | nt
CNC(=O)Cn1nc(C)c2ccccc2c1=O | 2.0% | -38.4% | 4.47µM* | -2.5% | -0.9% | -13.4 | -3.5% | 2.2% | -5.1% | -3.0% | -2.0%[11.7 µM]
CCn1c(SCC(=O)Nc2ccc(OC)cc2)nc2nc3c(cc2c1=O)COC(C)(C)C3 | 20.6µM* | -7.7% | -1.6% | -12.2% | 3.1% | -16.3 | -3.1% | -5.2% | nt | 8.5% | nt
O=C(c1ccccc1)N1CCC(c2nc3c(nnn3Cc3ccco3)c(=O)[nH]2)CC1 | -1.0% | -0.3% | ? | 7.4% | 0.9% | 2.0 | -0.9% | -0.3% | 4.2% | -1.0% | -15.4%[11.7 µM]
Cc1ccccc1-c1nc(CS(=O)CC(=O)NC2CC2)c(C)o1 (stereo not given) | 6.7% | -7.8% | -0.5% | -2.0% | 0.3% | 3.6 | 0.9% | -1.4% | 0.4% | nt | nt
CC1CCCCC1NC(=O)c1ccc(S(=O)(=O)NCC2CCCO2)cc1 (stereo not given) | -2.2% | -0.1% | -0.9% | 5.6% | -1.7% | -1.1 | 2.8% | -1.4% | 0.2% | -2.2% | 3.1%
CCOC(=O)c1cc(C)n(Cc2cccc(OC)c2OC)c1C | ? | ? | -0.3% | 4.2% | 3.1% | 8.4 | -1.8% | -0.4% | -0.5% | -2.0% | 3.1%
O=C(N1CCCCC1)N1CCCN(C(=O)N2CCCCC2)CC1 | -2.0% | -23.9% | 1.5% | -6.7% | 0.0% | 13.6 | 7.9% | 0.8% | -6.6% | -1.1% | -10.4%
CN(C)c1ccc(C(=O)/C=C/c2ccco2)cc1 | ? | ? | 2.82µM* | ? | 0.379µM* | -12.9 | 2.9% | 3.16µM* | 45.7%[activator] | -0.6% | 0.7%
O=C(CN1CCCN(S(=O)(=O)c2ccc(Br)cc2)CC1)Nc1ccc2c(c1)OCO2 | ? | ? | -9.7% | -21.7% | 0.5% | nt | 29.3% | -3.7% | 6.1% | 9.9% | -5.2%
CC(=O)Nc1ccc(S(=O)(=O)Nc2nccc(/C=C/c3ccc(Cl)cc3)n2)cc1 | -12.7% | 9.6% | -7.7% | 11.4% | 0.6% | 2.2 | -2.2% | -3.2% | -0.8% | 3.3% | -15.0%
COc1ccccc1-n1cc(CN2CCN(CC=C(C)C)C(CCO)C2)cn1 (stereo not given) | 4.7% | -3.6% | -1.6% | -13.5% | 4.9% | -4.6 | 1.6% | -1.6% | -1.1% | -2.7% | nt
CC(C(=O)NCCS(=O)(=O)c1ccc(Br)cc1)S(=O)(=O)c1ccc(Cl)cc1 (stereo not given) | -5.4% | 34.1% | 14.0% | 7.6% | -2.4% | -2.8 | -15.2% | -2.3% | 0.3% | nt | -0.6%
CC1CCCN(CC(O)COc2ccc(-c3ccccc3)cc2)C1 (stereo not given) | -6.9% | 15.3% | 2.2% | -2.4% | 0.2% | -18.3 | -38.2%[inhibitor] | -1.0% | -1.6% | -0.4% | ?
Cc1ccccc1OCC(=O)NCC(=O)OCc1ccc(Br)cc1 | 16.9% | 1.3% | 9.7% | 4.7% | -0.8% | 9.5 | -2.7% | 1.8% | 0.6% | -2.7% | nt
CCOc1ccc2nc(NC(=O)c3cccc(-c4cc5ccccc5oc4=O)c3)sc2c1 | 1.1% | 11.2µM* | -1.4% | 11.2µM* | -16.0% | -10.1 | 0.7% | 22.5% | nt | 8.4% | -27.7%
Cc1cnn(C(=S)NCC2CCCO2)c1 (stereo not given) | ? | 14.1µM* | 9.4% | ? | -15.4% | -24.1 | -2.5% | 0.0% | -5.0% | 0.4% | -21.9%
O=C(N1CCCC1)C12CCC3CC(CC(C3)C1)C2 | 1.3% | -22.0% | 2.6% | -8.4% | 3.1% | -15.6 | 4.8% | 1.9% | -3.0% | -3.9% | 0.8%
COc1ccc(Cl)cc1C(=O)NNC(=O)c1cccc(S(=O)(=O)N(C)C)c1 | -4.0% | 6.1% | -5.8% | 29.0% | -1.5% | -10.4 | -3.9% | 0.3% | 8.1% | 0.1% | 7.2%
Cc1ccccc1NS(=O)(=O)c1cccc2nsnc12 | -1.2% | 3.2% | -4.1% | 3.6% | 0.6% | -5.0 | 1.7% | 0.8% | ? | nt | 14.4%
Cc1ccc(C2=NN(CC(=O)NCc3cccnc3)C(=O)CC2)cc1 | 10.5% | 4.4% | -1.1% | -12.6% | -1.2% | nt | -4.8% | -1.2% | -0.6% | -4.0% | -5.2%
Cn1c(=O)c2c(nc(NCCOc3ccc(C(C)(C)C)cc3)n2C)n(C)c1=O | -17.9% | 35.1% | -33.2%[inhibitor] | 4.2% | -0.4% | 4.4 | -28.9% | -22.3% | -15.3%[11.5 µM] | -0.6% | -9.4%
CCOC(=O)C1CN(S(=O)(=O)c2cccc(C(F)(F)F)c2)c2cc(CC(=O)OC)ccc2O1 (stereo not given) | 9.9% | -36.7% | 7.6% | 2.0% | -2.6% | -3.3 | -4.3% | 0.3% | -1.5% | -1.9% | 7.1%
Cc1c(Cl)cccc1NC(=O)CSc1nc(=O)n(CCCN2CCOCC2)c2c1CCC2 | 15.2% | nt | -7.0% | nt | 3.1% | -4.3 | 0.6% | -1.1% | nt | nt | nt
Cc1ccc(S(=O)(=O)NNC(=S)Nc2c(Cl)cccc2Cl)cc1 | -22.3% | 10µM* | 0.2% | ? | -0.3% | 6.3 | 1.6% | -2.8% | -6.5% | 3.3% | nt
CC1=C/C(=C(/c2ccc(O)c(C)c2)c2ccccc2S(=O)(=O)O)C=CC1=O | 2.1% | nt | -5.9% | nt | ? | 7.7 | -3.9% | -5.0% | nt | nt | nt
O=C(CCC(=O)Nc1nnc(C2CCCCC2)s1)NCC1CCCO1 (stereo not given) | 0.0% | -19.4% | 3.4% | 11.3% | -0.1% | 15.2 | 1.4% | 0.3% | -6.6% | 0.6% | -1.3%
Cc1ccc(C(=O)C(OC(=O)c2cnccn2)c2ccccc2)cc1C (stereo not given) | -4.1% | 1.4% | -2.0% | -8.7% | 0.8% | -10.8 | 6.5% | 0.7% | -11.1% | 0.8% | -10.8%
COc1ccc(-n2cc(C(=O)c3cc4ccccc4oc3=O)c(C(C)=O)n2)cc1 | -1.1% | 20.3% | -4.5% | -2.3% | -14.4% | -13.4 | -0.7% | 0.9% | 18.2% | -1.0% | nt
O=S(=O)(/N=C(/c1ccccc1)N1CCOCC1)c1ccc(F)cc1 | ? | -19.5% | 1.0% | -17.3% | -0.6% | -12.2 | -1.0% | -0.6% | -9.3% | nt | 2.1%

These rows are one share of the data; rates above refer to the full screens.
